Source: PubChem (National Center for Advancing Translational Sciences (NCATS))
FLuc counter = inhibits or activates purified firefly luciferase, miR-21 counter-screen | purified FLuc, Km substrates, luminescence inhibition | Potency, µM (doses to about 57.5 µM), without a hit: at the top dose activity change, negative = inhibition, actives largely listed as inhibitors | 6.9% of 360,000 active;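 further: potency means the concentration at half of the fitted maximal effect; plate controls were vehicle for no effect and reference inhibitor for full effect; nearly all actives have a fitted effect of over 55% in size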
Target sequence (P08659 whole entry, looked up): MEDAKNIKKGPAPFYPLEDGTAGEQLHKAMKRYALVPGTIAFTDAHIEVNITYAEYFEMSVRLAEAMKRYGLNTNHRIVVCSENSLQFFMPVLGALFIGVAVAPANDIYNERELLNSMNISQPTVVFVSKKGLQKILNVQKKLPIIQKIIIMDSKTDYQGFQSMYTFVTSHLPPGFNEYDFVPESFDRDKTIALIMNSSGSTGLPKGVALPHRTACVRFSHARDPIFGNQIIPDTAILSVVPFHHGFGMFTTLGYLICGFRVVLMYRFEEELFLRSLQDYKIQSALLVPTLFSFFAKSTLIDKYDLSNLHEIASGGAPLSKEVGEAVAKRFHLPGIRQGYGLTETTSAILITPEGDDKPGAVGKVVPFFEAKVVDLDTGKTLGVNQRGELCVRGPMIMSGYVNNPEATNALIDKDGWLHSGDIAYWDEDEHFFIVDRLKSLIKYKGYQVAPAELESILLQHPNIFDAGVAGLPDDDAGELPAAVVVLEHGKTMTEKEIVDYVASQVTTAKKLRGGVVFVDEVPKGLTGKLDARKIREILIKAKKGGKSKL
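Biochemical qHTS of compounds, final roughly 60 µM downward over six points, against 10 nM purified firefly luciferase using Km concentrations of substrates (10 uM D-luciferin, 10 uM ATP) in Tris acetate pH 7.5 buffer; luminescence output.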
Rab9 promoter act = Rab9 promoter activation. Potency, µM (titrated, usually from 9.22 µM), without a hit: at the top dose activation, negative = inhibition, usual class: activators. 2.8% of 320,000 active. AID 485297. Huh7 Rab9 promoter-luciferase reporter, luminescence, 24 h; further: potency means the concentration at half of the fitted maximal effect; % of control where 0% means no effect; nearly all actives have a fitted effect of over 60% in size
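Stable Rab9-luc Huh7, 1500 cells/well, 2 h settle; cmpd in DMSO, 24 h, 37 °C/5% CO2; luciferase reagent 10 min RT; luminescence.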
p53 reactivation = re-activators of mutant p53. H1299 p53-A138V BP100-luciferase reporter, luminescence, 24 h. Potency, µM (highest dose often 92.2 µM), inactives show at the highest dose activity change, positive = activation, hits mostly activators. 0.063% of 320,000 active; further: potency means the concentration at half of the fitted maximal effect; % of control where 0% means no effect; nearly all actives have a fitted effect of over 45% in size
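p53-null H1299 cells stably carrying temperature-sensitive p53-A138V and a BP100-luciferase reporter were pinned with compounds (4-point, 1:5 series) and held 24 hrs at 37 deg C. Luminescence was read 10 min after detection reagent.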
VP16 counter = counter-screen for ROR gamma inhibitors: Gal4-VP16 reporter; Drosophila S2 Gal4-VP16 UAS-luciferase, luminescence, 20 h; 3.5% of 310,000 active; Potency, µM (highest dose often 53.6 µM), without a hit: top-dose activity, negative = inhibition, most hits filed as inhibitors;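 further: Gal4-VP16 expression switched on by copper sulfate through the metallothionein promoter; potency means the concentration at half of the fitted maximal effect; on the % scale 0 is the no-effect control and ±100 the full control effect; nearly all actives have a fitted effect of over 50% in size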
TRPV1 agonist = agonists of human vanilloid receptor 1 (TRPV1). activation, % at 8.33 µM. 0.19% of 320,000 active. AID 540275. TRPV1-expressing cells, Fluo-8 calcium influx, agonist mode. Q8NER1; in the data active means activation above about 80%; inconclusive means between about 30% and that limit; further: 0% is about no effect
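Cells expressing TRPV1 were dye-loaded with Fluo-8 and read kinetically: 10 s baseline, 3 min after compound (agonist portion), then 2 min after EC20 capsaicin (allosteric enhancer portion). Calcium-bound dye fluorescence at 480/520 nm.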
Tb PFK inh = T. brucei PFK enzyme inhibition | Potency, µM (titrated, usually from 57.5 µM), for the others: top-dose activity, negative = inhibition, most hits filed as inhibitors | 0.17% of 330,000 active | O15648 | T. brucei PFK, ADP-Glo luminescence;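 further: potency means the concentration at half of the fitted maximal effect; 0% = uninhibited 1x PFK enzyme wells and -100% = no-enzyme wells; nearly all actives have a fitted effect of over 60% in size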
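1.25 nM PFK with 0.5 mM F6P and 0.1 mM ATP in 0.1 M TEA pH 8.0, 5 mM MgCl2, incubated 45 min at room temperature; ADP measured by ADP-Glo luminescence; compounds titrated up to 57 uM.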
NPC1 prom act = activates the NPC1 promoter. Huh7 NPC1 promoter luciferase reporter, 24 h. Potency, µM (doses to about 9.22 µM), without a hit: at the highest dose activation, actives largely listed as activators. 2.4% of 320,000 active. AID 485313;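 further: potency means the concentration at half of the fitted maximal effect; % of control where 0% means no effect; nearly all actives have a fitted effect of over 60% in size; reporter is driven by a mutant NPC1 promoter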
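In 1536-well qHTS, Huh7 cells harboring an NPC1 promoter–luciferase construct received compound for 24 h; activation was quantified by luminescence following luciferase reagent addition.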
ELG1 genotox = inducers of genotoxicity in HEK293T ELG1-luciferase cells | Potency, µM (highest dose often 46 µM), inactives show top-dose activity change, positive = activation, usual class: activators | HEK293T ELG1-luciferase reporter, luminescence, 16 h | 1.3% of 330,000 active; further: potency means the concentration at half of the fitted maximal effect; % of control where 0% means no effect; nearly all actives have a fitted effect of over 60% in size
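Genotoxic stress is detected as increased luminescence from luciferase-tagged ELG1 in HEK293T cells, measured with ONE-Glo after a 16 hr treatment at 37 °C.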
BRCA1 expr up = activators of BRCA1 expression | 1.1% of 380,000 active | Potency, µM (doses to about 46.1 µM), for inactives: top-dose activation, hits mostly activators | AID 624202 | MCF7-BRCA1-FFLuc reporter, luminescence, 48 h; response scale: scaled: vehicle 0%, 10 µM genistein 100%; further: potency means the concentration at half of the fitted maximal effect; nearly all actives have a fitted effect of over 80% in size; some results filed as inactive show a strong effect at the top dose
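Quantitative HTS in MCF7 cells stably reporting BRCA1 expression via firefly luciferase. Compound treatment lasts 48 h at 37 °C in phenol-red free MEM. Activation is expressed relative to genistein at 10 microM and DMSO.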
RORg inh = ROR gamma (mouse) transcription inhibition; Potency, µM (doses to about 53.6 µM), inactives show at the top dose activity change, negative = inhibition, most hits filed as inhibitors; P51450; AID 2551; 5.4% of 310,000 active; Drosophila S2 Gal4-RORgamma UAS-luciferase reporter, 20 h; further: potency means the concentration at half of the fitted maximal effect; on the % scale 0 is the no-effect control and ±100 the full control effect; nearly all actives have a fitted effect of over 60% in size
Target sequence (P51450 whole entry, looked up, the tested form may be a part): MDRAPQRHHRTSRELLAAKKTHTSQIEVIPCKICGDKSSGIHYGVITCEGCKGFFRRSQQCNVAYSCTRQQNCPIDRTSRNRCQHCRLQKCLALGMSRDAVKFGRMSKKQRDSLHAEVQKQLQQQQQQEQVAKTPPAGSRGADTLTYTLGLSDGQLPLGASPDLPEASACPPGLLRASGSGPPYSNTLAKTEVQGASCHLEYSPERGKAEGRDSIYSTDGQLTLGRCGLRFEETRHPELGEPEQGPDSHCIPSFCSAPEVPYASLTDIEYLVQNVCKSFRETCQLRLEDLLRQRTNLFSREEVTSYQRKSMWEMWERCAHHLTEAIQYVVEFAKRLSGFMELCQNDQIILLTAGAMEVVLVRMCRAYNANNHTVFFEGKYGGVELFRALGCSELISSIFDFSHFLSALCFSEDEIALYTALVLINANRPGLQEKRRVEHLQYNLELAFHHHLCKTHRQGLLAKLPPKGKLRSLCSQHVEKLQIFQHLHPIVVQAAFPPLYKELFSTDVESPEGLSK
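Luciferase reporter read in Schneider cells carrying Gal4-RORγ (mouse) and UAS-Photinus luciferase; cells given compound 1 h before 700 uM copper sulfate induction, then incubated 20 h at ambient temperature.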
ELG1 DNA repair = inhibitors of ELG1-dependent DNA repair in HEK293T cells. 2.3% of 330,000 active. HEK293T ELG1-luciferase reporter, luminescence, 16 h; DNA damage induced by 5-fluorouridine. Potency, µM (titrated, usually from 46.1 µM), without a hit: at the highest dose activity change, negative = inhibition, hits mostly inhibitors; further: potency means the concentration at half of the fitted maximal effect; on the % scale 0 is the no-effect control and ±100 the full control effect; nearly all actives have a fitted effect of over 55% in size
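HEK293T cells expressing luciferase-tagged ELG1 (2,000/well) received 5-Fluorouridine plus compound or DMSO for 16 hr at 37 °C. Luciferase was read by ONE-Glo luminescence after 30 min at room temperature.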
* marks the source's active call; other numbers are inactive results; ? = inconclusive; nt = no result given; & = joins results of further samples; ! = not confirmed by another sample; [ ] = another dose, or the depositor's remark. Unless noted, the call rests on the fitted dose curve; in most records, active means well fitted curve in the direction sought with a large enough effect; inconclusive means small, poorly fitted or top-dose-only effect, or another doubt; inactive means no such curve, though single readings can be large; an effect the other way counts as inactive or inconclusive. The list is partial. The share of hits here may be higher or lower than overall.

SMILES	FLuc counter	Rab9 promoter act	p53 reactivation	VP16 counter	TRPV1 agonist	Tb PFK inh	NPC1 prom act	ELG1 genotox	BRCA1 expr up	RORg inh	ELG1 DNA repair
COc1ccccc1OCCCn1cc(C(=O)c2ccco2)c2ccccc21	17µM*	29%	4%	-1%[0.365 µM]	?	0%	?	-18%	36%	?	?
CCC(=NC1CC1)c1c(O)n(-c2ccc(OC)cc2)c(=O)[nH]c1=O	2%	1%	1%	6%	-2	12%	0%	2%	-14%	-5%	6%
O=C(NCc1ccc(C(=O)N2CCC3(CC2)OCCO3)cc1)c1ccc2c(c1)OCO2	-16%	1%	-3%	-9%	-2	1%	2%	0%	-8%	10%	-5%
O=C(Nc1ccccc1)c1cc([N+](=O)[O-])ccc1N1CCNCC1	3%	0%	7%	-12%[10 µM]	-1	-5%	-2%	-5%	0%	-15%	10%
Cc1ccc(N2C(=O)NC(=O)/C(=C/c3ccc(-c4ccc(C(=O)O)c(Cl)c4)o3)C2=O)cc1	11µM*	-2%	-3%	4%	-4	27%	-3%	-11%	-3%	-3%	4%
CC1CCC(C(C)C)C(OP(N)(=O)c2ccccc2)C1 (stereo not given)	3%	-5%	-1%	4%	-1	-1%	0%	-7%	-3%	-12%[10 µM]	-17%
c1ccc(-c2ccc(C(c3ccccc3)n3ccnc3)cc2)cc1 (stereo not given)	?	-5%&-4%	-6%	?	9&11	-5%&-2%	6%&0%	-1%	-13%	10µM*!	?
COc1ccc(-n2c(O)c(C(C)=NCCc3c[nH]c4ccccc34)c(=O)[nH]c2=O)cc1	5%	-3%	0%	-9%	2	1%	1%	-2%	-16%	17%	-9%
Cc1ccccc1-n1c(C)nc2sccc2c1=O	4%	-2%	-5%	14%	7	4%	2%	-3%	10%	-24%	26%
Cc1cc(OCC(=O)Nc2c(C)n(C)n(-c3ccccc3)c2=O)c2c3c(c(=O)oc2c1)CCC3	3%	-11%	-1%	5%	1	-2%	5%	0%	nt	1%	-8%
O=c1[nH]c(=S)n(-c2ccccc2)c(O)c1C=NCCN1CCNCC1	0%	-1%	3%	1%	-4	0%	-1%	-2%	0%	-1%	-1%
CCOP(=O)(OCC)C(O)c1ccc(Br)cc1 (stereo not given)	0%	-3%	-12%	-4%	1	2%	1%	1%	21%	-6%	9%
O=C(O)Cn1cc(/C=C2\C(=O)NC(=O)N(c3ccc(F)cc3)C2=O)c2ccccc21	?	-1%	16%	-8%	-2	-5%	0%	-7%	nt	29%	16%
CC(C)n1c(=O)c(C=Nc2ccc(Br)cc2)c(O)n(Cc2ccco2)c1=O	-1%	1%	-5%	0%	16	0%	-1%	-3%	-14%	25%	-21%
c1ccc(P(c2ccccc2)c2ccccn2)cc1	2%	1%	1%	-2%	-5	-2%	0%	-9%	-11%	22%	-7%
CCOC(=O)C(C)(CC)NC(=O)CSP(=S)(OCC)OCC (stereo not given)	0%	-2%	-1%	2%	1	2%	3%	1%	-4%	-9%	1%
NC(=O)Cn1cc(C=C2C(=O)NC(=O)NC2=O)c2ccccc21	-5%	0%	0%	-6%	3	-9%	-3%	0%	19%	-2%	-6%
COC(=O)CCCNC(=O)CN1CC(c2ccccc2)CC1=O (stereo not given)	4%	-7%	-3%	3%	-1	0%	10%	1%	13%	-1%	4%
c1cncc(C2Nc3cccc4cccc(c34)N2)c1	-3%&-19%	?	-1%&0%	2%&-10%	-2&2	1%&-4%	1%&19%	0%&3%	-41%	?	-1%&-1%
COc1ccc2nc(/N=C/c3c(O)n(-c4cccc(Cl)c4)c(=O)[nH]c3=O)sc2c1	?	-3%	5%	-4%	7	1%	16%	9%	36%	-27%	?
CN1C(=O)c2ccccc2NC(=O)C1Cc1ccccc1 (stereo not given)	-1%	-2%	3%	-1%	12	-13%	2%	4%	-5%	-23%	16%
Cc1cc(C(=O)OCC(=O)NC(=O)c2cccn2C)c2ccccc2n1	6%	-4%	2%	0%	-6	9%	-6%	1%	-19%	12%	?
Cc1ccc2nc(N3CCC(C(=O)N4CCC5(CC4)OCCO5)CC3)sc2c1	12µM*	?	?	15%	4	9%	?	0%	8%	35%	?
Cc1ccc(-n2c(O)c(/C=N/N3CCCCCC3)c(=O)[nH]c2=O)cc1C	2%	1%	2%	10%	0	2%	-1%	6%	-4%	32%	?
OC(CCNCCc1c[nH]c2ccccc12)C(F)(F)F (stereo not given)	0%	-4%	14%	8%	2	-6%	0%	1%	nt	-7%	6%

Full records from above. Order of screens: FLuc counter	Rab9 promoter act	p53 reactivation	VP16 counter	TRPV1 agonist	Tb PFK inh	NPC1 prom act	ELG1 genotox	BRCA1 expr up	RORg inh	ELG1 DNA repair
CN1C(=O)c2ccccc2NC(=O)C1Cc1ccccc1 (stereo not given) reads -1%	-2%	3%	-1%	12	-13%	2%	4%	-5%	-23%	16%
O=C(O)Cn1cc(/C=C2\C(=O)NC(=O)N(c3ccc(F)cc3)C2=O)c2ccccc21 reads ?	-1%	16%	-8%	-2	-5%	0%	-7%	nt	29%	16%
OC(CCNCCc1c[nH]c2ccccc12)C(F)(F)F (stereo not given) reads 0%	-4%	14%	8%	2	-6%	0%	1%	nt	-7%	6%

More results:
SMILES	FLuc counter	Rab9 promoter act	p53 reactivation	VP16 counter	TRPV1 agonist	Tb PFK inh	NPC1 prom act	ELG1 genotox	BRCA1 expr up	RORg inh	ELG1 DNA repair
COc1cc(C2NCc3ccccc3-n3cccc32)ccc1O (stereo not given)	-1%	-3%	-2%	-9%	1	0%	1%	0%	-5%	-9%	-3%
COc1ccccc1N1CCN(Cc2ccccc2)CC1	10%	0%	nt	3%	12	1%	-2%	-1%	23%	-16%	-11%
N#CCC(=O)NN1Cc2ccccc2C1=N	3%	-10%	-6%	-2%	0	2%	-5%	4%	55%	-15%	25%
O=C1NCCOC(=O)[C@@H](Cc2ccc(F)cc2)CC/C=C/C[C@@H]1CC(=O)N(CCO)Cc1ccccc1	nt	nt	0%	nt	nt	9%	nt	-2%	4%	nt	-22%
CCOC(=O)/C(C#N)=C1/SC(C)C(=O)N1c1ccc(Br)cc1 (stereo not given)	0%	-1%	19%	-24%	1	1%	-2%	-1%	-14%	11µM*	7%
CC(C)(C)N(NC(=O)c1ccccc1)C(=O)c1ccccc1	-2%	8%	-1%	-1%	nt	-2%	2%	5%	3%	-13%	13%
Cn1c(O)c(C=Nc2ccc(Br)cc2)c(=O)n(C)c1=O	?	0%	-11%	-3%	9	0%	2%	6%	4%	12%	19%
CNC(=S)N1CCN(CCN=Cc2c(O)n(-c3ccc(C)cc3)c(=S)[nH]c2=O)CC1	4%	0%	-2%	-20%	1	-1%	1%	-1%	13%	-1%	2%
CC(C)=CCSc1nnc([C@@H](N)Cc2c[nH]c3ccccc23)o1	-1%	-14%	-6%	8%	6	-2%	-1%	2%	-1%	-23%	5%
Cn1cc(C(=O)OCC(=O)NC2CCCC2)c2ccccc21	2%	-6%	6%	nt	1	-4%	-4%	5%	-9%	nt	25%
COC(=O)C1=C(c2ccc(F)cc2OCc2ccccc2)C[C@@H]2CC[C@H]1N2C(=O)N1CCC(O)CC1	1%	-1%	-12%	nt	?	0%	-5%	-2%	0%	nt	-15%
COc1cc(OC)c(OC)cc1/C=C1/C(=O)NC(=O)N(Cc2ccccc2)C1=O	?	1%	-3%	-3%	1	7%	-3%	-4%	1%	6%	-2%
CC(=O)N1N=C2C3CCN(CC3)C2C1c1ccc(C)cc1 (stereo not given)	6%	0%	8%	-11%	-2	6%	-1%	5%	-23%	-2%	8%
CCN(CC)c1ccc(/C=C2\C(=O)NC(=O)N(Cc3ccco3)C2=O)cc1	?	-3%	-5%	1%	-2	0%	-2%	7%	25%	?	?
CC(C)C12CN3CCN(CC(C3)C1O)C2 (stereo not given)	4%	nt	nt	-16%	-3	nt	nt	nt	-1%	-9%	nt

Another view of some results above:
Under each structure – FLuc counter, Rab9 promoter act, p53 reactivation, VP16 counter, TRPV1 agonist, Tb PFK inh, NPC1 prom act, ELG1 genotox, BRCA1 expr up, RORg inh, ELG1 DNA repair
- N#CCC(=O)NN1Cc2ccccc2C1=N
→ 3%, -10%, -6%, -2%, 0, 2%, -5%, 4%, 55%, -15%, 25%
- CCN(CC)c1ccc(/C=C2\C(=O)NC(=O)N(Cc3ccco3)C2=O)cc1
→ ?, -3%, -5%, 1%, -2, 0%, -2%, 7%, 25%, ?, ?
